NOD2 inhibition – inhibition of NOD2-driven NF-kB reporter – cell-based, luminescence, uHTS, HEK293 (AID 1566); HEK293 NOD2/NF-kB luciferase reporter, luminescence; higher % means a stronger effect; actives 0.63% (n = 290,000); inhibition, % at 4 µM, or EC50 in µM where a hit was titrated; further: many of its hits are not listed in these tables
GPR55 beta-arrestin – GPR55 agonists via beta-arrestin recruitment, primary screen, imaging, U2OS cells, beta-arrestin-GFP redistribution (AID 1961); U2OS GPR55 beta-arrestin-GFP redistribution imaging; higher % means a stronger effect; one-dose activation, % at 10 µM; EC50 in µM for titrated hits; actives 0.048% (n = 290,000);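 active means activation above 40% with more than 50 cells counted in the well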;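 further: U2OS osteosarcoma cells stably expressing GPR55 and beta-arrestin-GFP; plate controls were DMSO negative control for no effect and LPI positive control for full effect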
TNAP activators – stimulation of alkaline phosphatase TNAP activity – biochemical, luminescent, no phosphate acceptor, uHTS, primary screen (AID 1001); purified TNAP, luminescent activation assay, no phosphate acceptor; higher activation fold means a stronger effect; activation fold at 20 µM; hits with a dose series show EC50 in µM; actives 0.03% (n = 200,000); in the data active means activation fold from about 3, or a potency from the dose series; inactive means the rest, 99 in 100 with activation fold below about 1.6; further: many of its hits are not listed in these tables
Yfh1-off respiration – mitochondrial function rescue without frataxin homolog – Friedreich's ataxia, plus single-dose screen, dose response (AID 1465) | S. cerevisiae Yfh1-off respiration, WST-1 reduction, 72 h; higher fold induction means a stronger effect | fold induction at 50 µM; hits with a dose series show EC50 in µM | actives 0.074% (n = 220,000);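 active means fold induction of absorbance versus untreated yeast above a set limit, then at least 30% activation at any dose in follow-up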;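 further: activators that raise dye reduction in frataxin-depleted yeast; strong numbers were not always called active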
NOD1 NF-kB reporter – NOD1 signaling inhibitors, primary screen, cell-based, luminescence, uHTS (AID 1578); actives 1% (n = 290,000); one-dose inhibition, % at 4 µM; EC50 in µM for titrated hits; NOD1-driven NF-kB luciferase reporter cells, luminescence; higher % means a stronger effect; in the data active means inhibition mostly above about 36%, no sharp cut-off; inactive means mostly below about 34%;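 further: HEK-293T reporter cells stimulated with the NOD1 agonist gamma-tri-DAP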
NTR1 agonist – NTR1-driven beta-arrestin-GFP spot formation – imaging, U2OS cells, high content, primary screen (AID 493036) | agonist mode | activation, % at 20 µM | actives 0.17% (n = 330,000);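 active means activation at or above 40% of the spot to cytoplasm intensity ratio, with at least 20 cells analyzed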;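 further: 0% = DMSO without peptide and 100% = 100 nM NTR1 peptide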
Target sequence (P30989 whole entry, looked up): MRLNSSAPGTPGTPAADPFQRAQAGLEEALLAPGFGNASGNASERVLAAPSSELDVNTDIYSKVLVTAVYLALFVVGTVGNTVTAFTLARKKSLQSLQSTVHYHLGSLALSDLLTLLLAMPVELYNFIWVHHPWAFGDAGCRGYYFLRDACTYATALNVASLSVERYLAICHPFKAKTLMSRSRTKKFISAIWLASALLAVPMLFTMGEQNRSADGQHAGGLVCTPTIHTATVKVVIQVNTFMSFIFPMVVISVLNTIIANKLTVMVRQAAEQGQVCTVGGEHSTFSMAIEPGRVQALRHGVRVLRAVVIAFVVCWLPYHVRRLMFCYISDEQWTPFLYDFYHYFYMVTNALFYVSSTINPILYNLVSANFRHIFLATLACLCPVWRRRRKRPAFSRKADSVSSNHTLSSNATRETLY
KOR beta-arrestin-1 – kappa opioid receptor blockers – cell-based, luminescence, uHTS (AID 1778) | KOR beta-arrestin recruitment, luminescence, antagonist mode; higher % means a stronger effect | inhibition, % at 10 µM; hits with a dose series show IC50 in µM | actives 0.091% (n = 290,000); further: strong numbers were not always called active
ER stress rescue – rescue of cells from ER stress-induced death, primary screen, 384-well, CSM14.1, thapsigargin, ATP luminescence (AID 1222) | CSM14.1 thapsigargin-induced death rescue, ATP luminescence; higher % means a stronger effect | one-dose cellular ATP content (survival), % at 20 µM; EC50 in µM for titrated hits | 190,000 tested, under 10 active;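 active means EC50 below 50 µM in the dose-response confirmation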;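 further: death triggered by thapsigargin at about 15 µM added after 2 h compound pretreatment; cell ATP read after overnight thapsigargin exposure of roughly 18 to 22 hours; normalized against plate controls of thapsigargin alone and 5% DMSO vehicle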
KOR beta-arrestin-2 – kappa opioid receptor activators – cell-based, luminescence, uHTS, primary screen (AID 1777) | KOR beta-arrestin recruitment, luminescence; higher % means a stronger effect | activation, % at 10 µM; hits with a dose series show EC50 in µM | actives 0.02% (n = 280,000); in the data active means activation above about 50%, passing the limit was not always enough; further: a part of the inactive calls stands beside numbers as strong as those of hits
NTR1 agonist cell count 20 µM – recorded beside NTR1 agonist, whose call it bears; cell count; measured here: cell count, cytotoxicity flag
The depositor's hits bear a star; i = inactive; / = not tested or not shown; [ ] = dose if it differs, or a comment. Unless noted, no stated cut-off is given here; in the data, active means inhibition above about 50%; inactive means the rest. An excerpt; the hit share may differ from the screen's.

SMILES	NOD2 inhibition	GPR55 beta-arrestin	TNAP activators	Yfh1-off respiration	NOD1 NF-kB reporter	NTR1 agonist	NTR1 agonist cell count 20 µM	KOR beta-arrestin-1	ER stress rescue	KOR beta-arrestin-2
Cc1onc(-c2c(Cl)cccc2Cl)c1C(=O)c1c[nH]c(C(=O)NCCCN2CCOCC2)c1	26%	-0.1%	1	i	16%	4.7	77	10%	6.0%	3.7%
COCCCC1CCN(C(=O)c2cc(COc3cc(C)ccc3C)on2)CC1	-70%	-0.1%	/	/	-60%	2.0	51	-13%	/	3.1%
Cc1ccc(C)c(NC(=O)CSc2nc(C)cc(C)c2C#N)c1	-6%	0.1%	1.2	i	-29%	0.6	53	-14%	-2.3%	6.0%
CCn1c(CCc2ccccc2)nc2ccccc21	-11%	-0.1%	/	/	-42%	-0.1	66	-4%[20 µM]	/	0.3%
COc1ccc(N(C)S(=O)(=O)c2ccc3c(c2)oc(=O)n3C)cc1	6%	-0.4%	1.1	i	-8%	-0.6	55	31%	-2.3%	-3.9%
O=C(O)c1ccccc1C(=O)Nc1cccc([N+](=O)[O-])c1	12%	0.5%	/	i	-1%	-1.5	89	16%	/	-0.9%
Cc1cc(C)n(CCNS(=O)(=O)c2ccc(Cl)cc2)n1	4%	-0.2%	/	/	-25%	1.1	44	6%	/	3.5%
COc1ccc(CNC(=O)CN(C(=O)CCC(=O)Nc2ccccn2)c2ccccc2OC)cc1	11%	0.0%	1.1	i	10%	-1.0	45	6%	-1.1%	-2.9%
CC(C)CC[n+]1ccn(-c2nc3ccccc3nc2[N-]S(=O)(=O)c2ccccc2)c1	-2%	0.0%	1.1	i	1%	-1.3	52	12%	-0.3%	0.7%
CCOc1ccc(/C=N/NC(=O)c2ccc(CSc3nc4ccccc4[nH]3)cc2)cc1	-11%	0.2%	1.3	i	67%*	-0.3	84	/	-1.3%	1.2%
O=C(N/N=C/c1cccc(O)c1)c1ccc(COc2ccc3c(c2)CCC3)o1	-31%	-0.1%	1.2	i	-62%	9.9	60	-2%	-0.3%	9.2%
O=C(Cn1nnc2ccccc2c1=O)NCc1ccc(Cl)cc1	-15%	0.7%	1	i	-30%	-0.2	36	-33%	0.4%	-2.8%
Cc1noc(C)c1C(=O)N1CCc2ccccc2C1	6%	-0.4%	1	i	7%	-0.6	66	-14%	-3.3%	-5.5%
CCCCOc1ccc(C2C3CN(C(=O)OCC)CC=C3C(C#N)=C(N)C2(C#N)C#N)cc1OC (configuration not stated)	-2%	0.2%	1.1	i	-18%	11	79	-6%	/	1.1%
COc1ccc(NC2CCCN(C(=O)c3ccccc3C(F)(F)F)C2)cc1 (configuration not stated)	5%	0.2%	/	/	-19%	0.6	53	22%	/	-3.2%
CCN1CCN(CC(=O)Nc2nc3ccccc3s2)CC1	17%	0.9%	/	/	-20%	0.6	55	-58%[20 µM]	/	2.9%
CCC1CCCCN1C(=O)COc1ccc2c(c1)OCO2 (configuration not stated)	-16%	-0.1%	/	/	-42%	0.3	52	13%	/	-1.8%
CCOCCCN(C)C1CCN(C(=O)c2oc3ccccc3c2NC(=O)c2cccc([N+](=O)[O-])c2)CC1	-30%	0.3%	/	/	-10%	2.3	61	-30%	/	6.1%
CCOc1ccc(S(=O)(=O)NCCC(=O)N2CCCN(C)CC2)cc1	5%	-0.1%	/	/	-46%	-0.5	62	18%	/	-2.2%
COc1cccc2[nH]c3c(N4CCC(C)CC4)ncnc3c12	-9%	-0.2%	1.1	i	23%	4.7	55	-34%	-0.2%	5.3%
COc1ccccc1OCCC(=O)O	-1%	-0.7%	0.9	i	-23%	-0.1	47	-15%	-0.4%	-0.7%
CCOC(=O)N1CCN(C(=O)COC(=O)c2ccc(O)cc2O)CC1	6%	0.2%	1.1	i	-32%	-0.1	59	17%	4.5%	-5.2%
COC(=O)c1cc(C)nc2c1C(=O)C(=O)C=C2N1CCOCC1	2%	-0.2%	/	/	-6%	1.1	69	-9%	/	-1.2%
NC1=NC(=O)/C(=C/c2cccs2)S1	-25%	0.3%	1.2	i	10%	-1.6	71	22%	-1.8%	-0.9%
O=C(Nc1nc2cc3c(cc2s1)OCCO3)c1ccc(N2C(=O)CCC2=O)cc1	-5%	-0.1%	/	i	4%	0.2	61	-30%	/	2.1%
CC(=O)c1ccc(N2CCN(S(=O)(=O)c3ccccc3)CC2)c(F)c1	5%	-0.1%	1.1	i	-10%	2.2	53	-34%[20 µM]	0.8%	/
COc1ccc(-c2n[nH]c3c2CN(C(=O)c2ccc(OC)c(OC)c2)CC3)cc1	-2%	-0.1%	/	/	8%	1.6	42	-8%	/	-2.3%
CCOc1ccccc1N1CCN(Cc2c(C)n(C)n(-c3ccccc3)c2=O)CC1	10%	0.1%	1	i	-10%	1.2	60	-5%	0.4%	0.4%
CC(C)OC(=O)c1ccc(Cn2nnc3ccccc3c2=O)cc1	17%	-0.2%	1.1	i	20%	5.2	83	22%	0.3%	13%
CC1(c2cccc(Br)c2)NC(=O)N(CC(=O)Nc2ccc(S(N)(=O)=O)cc2)C1=O (configuration not stated)	5%	-0.2%	/	/	-34%	0.5	48	-27%	/	0.9%
C#CCOc1ccc(C2C3=C(CCCC3=O)N(CC(=O)O)C3=C2C(=O)CCC3)cc1Br	3%	-0.1%	/	/	-16%	-1.5	42	2%	/	38%
Clc1ccc(-c2ccccc2)nn1	0%	0.4%	/	i	-9%	0.0	61	10%	/	1.3%
CC1CCC(C(=O)NNC(=O)c2cc(-c3ccco3)[nH]n2)CC1 (configuration not stated)	-12%	0.1%	1.8	i	-17%	-0.7	47	-5%	-1.9%	-6.8%
O=C(NC12CC3CC(CC(C3)C1)C2)c1cncc(Br)c1	8%	0.2%	/	/	9%	0.3	49	-3%	/	-3.8%
O=C(Cn1c(=O)oc2cc(S(=O)(=O)N3CCCC3)ccc21)NCc1ccc(F)cc1	23%	-0.1%	0.8	i	-6%	6.4	43	22%	-0.4%	-3.9%
CC(C(=O)NC1C=CS(=O)(=O)C1)N1C(=O)/C(=C\c2ccccc2)SC1=S (configuration not stated)	11%	-0.1%	/	/	6%	1.7	55	-14%	/	6.4%
Cc1ccc2c(c1)c1c(n2C)-c2[nH]ncc2CC1	-9%	-0.3%	1.1	i	-24%	2.4	91	-28%	-1.2%	-4.5%
Cc1cc(C)c2c(n1)nn1c(NCCCn3ccnc3)cc(C)nc21	12%	-0.1%	1.2	/	5%	/	/	33%	2.6%	-5.4%
COc1ccccc1OCc1ccc(C(=O)Nc2ccccc2F)cc1	-69%	0.3%	1	i	-38%	0.3	52	-22%	-0.6%	1.6%
CC1(C)Cc2c(c(N3CCOCC3)nc3sc4c(NCc5ccccc5)nnnc4c23)CS1	26%	0.0%	0.9	i	-14%	1.2	83	5%	3.3%	-1.9%

Random excerpt: 3 entries already listed
SMILES	NOD2 inhibition	GPR55 beta-arrestin	TNAP activators	Yfh1-off respiration	NOD1 NF-kB reporter	NTR1 agonist	NTR1 agonist cell count 20 µM	KOR beta-arrestin-1	ER stress rescue	KOR beta-arrestin-2
CC(C)OC(=O)c1ccc(Cn2nnc3ccccc3c2=O)cc1	17%	-0.2%	1.1	i	20%	5.2	83	22%	0.3%	13%
O=C(Cn1c(=O)oc2cc(S(=O)(=O)N3CCCC3)ccc21)NCc1ccc(F)cc1	23%	-0.1%	0.8	i	-6%	6.4	43	22%	-0.4%	-3.9%
COC(=O)c1cc(C)nc2c1C(=O)C(=O)C=C2N1CCOCC1	2%	-0.2%	/	/	-6%	1.1	69	-9%	/	-1.2%

(further entries)
SMILES	NOD2 inhibition	GPR55 beta-arrestin	TNAP activators	Yfh1-off respiration	NOD1 NF-kB reporter	NTR1 agonist	NTR1 agonist cell count 20 µM	KOR beta-arrestin-1	ER stress rescue	KOR beta-arrestin-2
O=C1c2ccccc2C(=O)N1S(=O)(=O)c1ccccc1	-11%	0.1%	/	/	-8%	-0.4	78	-9%	/	-4.0%
CCc1nnc(NC(=O)CCN2C(=O)c3ccccc3C2=O)s1	-8%	-0.1%	1	i	12%	-0.6	84	28%	-0.6%	2.9%
COc1cc2c(cc1OC)CN(C(=O)CCN1C(=O)C3CCCCC3C1=O)CC2 (configuration not stated)	6%	0.6%	0.9	i	7%	1.6	47	-20%	-0.2%	-4.5%
CCN(CC)C(=O)C1CCCN(c2ccc([N+](=O)[O-])cc2/C=N/NC(=O)c2ccccc2)C1 (configuration not stated)	11%	-0.3%	1	i	-26%	3.8	53	-27%	-2.4%	7.2%
CCOc1ccc(C(NC(=O)c2ccco2)c2ccc(OC)c(OC)c2)cc1 (configuration not stated)	-6%	-0.1%	1	i	-9%	-0.1	51	28%	-0.6%	-1.3%
CCCCCCCCCC[N+](C)(C)CC/C=C1/c2ccccc2Sc2ccc(Cl)cc21	-18%	-0.1%	/	/	-1%	29	75	26%	/	-4.5%
CCC(C)(C)NC(=O)c1ccc2c(c1)N(CC(=O)N1CCCC1)C(=O)C(C)(C)O2	7%	0.0%	/	/	-10%	0.4	50	-27%[20 µM]	/	-4.5%
COc1ccc(CC(CC(=O)O)C(=O)Nc2ccc(OC)cc2)cc1 (configuration not stated)	8%	0.0%	1.1	i	-4%	-0.6	78	10%	0.4%	-6.1%
Cc1ccc(S(=O)(=O)NCc2cccnc2)cc1C	15%	0.4%	/	/	-37%	1.3	50	18%[20 µM]	/	-3.7%
O=C(Cc1c(Cl)cccc1Cl)OCC(=O)N1CCN(C(=O)c2ccco2)CC1	-3%	-0.7%	1.1	i	31%	1.6	79	-12%	-1.4%	2.1%
CC(C)(O)C#Cc1ccc(CN2CCN(Cc3ccsc3)C(CCO)C2)cc1 (configuration not stated)	8%	-0.2%	1	i	-22%	1.4	82	8%[20 µM]	0.9%	/
COc1cccc([C@@H]2Oc3ccc(Br)cc3C(=O)[C@H]2OC(=O)NC2CCCC2)c1	-4%	-0.3%	1	i	0%	8.5	93	-9%	-4.8%	-0.4%
CCN(CC)C(=O)c1sc2c(c1C)c(=O)n(-c1ccc(C)c(C)c1)c(=O)n2CC(=O)NCC1CCCO1 (configuration not stated)	-6%	-1.0%	1.1	i	-22%	1.7	66	-7%	-0.8%	-2.0%
CC(Oc1ccc2c3c(c(=O)oc2c1)CCCC3)C(=O)NCCCn1ccnc1 (configuration not stated)	-6%	-0.1%	/	/	7%	2.0	62	-6%	/	-5.6%
Cc1cc(C)nc(SCC(=O)N/N=C/c2cccnc2)n1	-4%	-0.1%	/	/	-27%	0.2	54	-19%	/	1.3%
COc1ccc2nc(SCC(=O)NCc3ccc(OC)c(OC)c3)[nH]c2c1	8%	0.1%	/	/	-33%	4.3	47	-18%	/	-2.7%
CC(=O)Nc1ccc(-c2csc(-c3cccnc3)n2)cc1	-58%	0.3%	/	/	-32%	1.9	46	6%	/	2.0%
CN(C)CCCn1c(-c2ccccc2)nc(=S)c2c1CCCC2	15%	0.2%	1	i	19%	-3.5	89	30%	0.6%	-6.9%
Cc1ccc(S(=O)(=O)N2CCN(c3ccc(C(=O)N4CCOCC4)cc3[N+](=O)[O-])CC2)cc1	15%	0.2%	1.1	i	13%	4.3	72	/	-1.7%	-2.0%

Screens: PubChem, several laboratories
